RBX1-CUL1 inh: human ROC1-CUL1 E3 ligase inhibition | in vitro K48 di-Ub FRET, acceptor:donor ratio, 45 min | inhibition, % at 10 µM | AID 1347404 | 140,000 tested, 0.6% active; in the data active = inhibition above about 25%
Target sequence (P62877 whole entry, looked up): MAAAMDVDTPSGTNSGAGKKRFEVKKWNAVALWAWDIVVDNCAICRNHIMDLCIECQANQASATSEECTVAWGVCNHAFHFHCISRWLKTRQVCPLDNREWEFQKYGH
Target sequence (Q13616 whole entry, looked up): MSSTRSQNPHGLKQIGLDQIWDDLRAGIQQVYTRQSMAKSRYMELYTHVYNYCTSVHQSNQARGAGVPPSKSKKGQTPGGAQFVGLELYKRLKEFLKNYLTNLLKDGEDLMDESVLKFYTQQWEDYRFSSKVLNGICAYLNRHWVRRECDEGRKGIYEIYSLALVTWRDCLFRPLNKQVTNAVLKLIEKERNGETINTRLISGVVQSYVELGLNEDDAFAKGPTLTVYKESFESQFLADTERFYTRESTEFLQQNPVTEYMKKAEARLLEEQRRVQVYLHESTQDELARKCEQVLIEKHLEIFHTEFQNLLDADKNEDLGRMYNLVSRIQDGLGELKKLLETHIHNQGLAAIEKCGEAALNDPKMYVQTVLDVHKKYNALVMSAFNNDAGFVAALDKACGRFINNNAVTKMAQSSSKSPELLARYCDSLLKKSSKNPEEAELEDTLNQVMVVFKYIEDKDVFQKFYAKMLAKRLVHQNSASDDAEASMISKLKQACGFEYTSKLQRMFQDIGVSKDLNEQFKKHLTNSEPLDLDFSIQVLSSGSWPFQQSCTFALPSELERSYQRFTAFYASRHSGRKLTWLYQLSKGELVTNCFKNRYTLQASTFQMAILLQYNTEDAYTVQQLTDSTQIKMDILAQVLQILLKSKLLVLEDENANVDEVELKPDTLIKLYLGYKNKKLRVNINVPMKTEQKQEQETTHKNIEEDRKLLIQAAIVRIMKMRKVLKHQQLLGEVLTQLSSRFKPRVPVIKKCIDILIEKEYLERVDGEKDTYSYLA
* hit, by the source's call. These rows are one share of the data; rates above refer to the full screens.

SMILES	RBX1-CUL1 inh
O=C(NN(C(=O)Nc1ccc(Cl)cc1)C1CC(=O)N(c2ccccc2)C1=O)c1ccncc1 (stereo unspecified)	3
COc1ccc(C2CC(c3ccc(Cl)cc3)=Nc3nc(-c4ccc(Cl)cc4)nn32)cc1 (stereo unspecified)	4
CCCCC(=O)Nc1cccc(OCc2cc(=O)n3ccccc3n2)c1	5
COc1ccc(-c2cc(=O)n3[nH]c(C(F)(F)F)nc3n2)cc1OC	0
O=C(NCc1ccccc1)c1ccc2nc(CCc3ccccc3)oc2c1	-2
CCOc1cc(CNC2CCCCC2)cc(Br)c1OCC(=O)NC(C)(C)C	2
Cc1c2cnn(-c3ccccc3)c(=O)c2c(C)n1CC(=O)N1CCN(c2cccc(Cl)c2)CC1	2
CCOC(=O)c1c(N)sc2c1CC(C)(C)OC2	0
Cc1ccc(SCc2[nH]nc3c2C(c2ccoc2)C(C#N)C(=N)O3)cc1 (stereo unspecified)	-5
COc1ccc(OC)c(NC(=O)c2ccc3nc(C(C)C)oc3c2)c1	-3
COc1cc(C2c3c(-c4ccccc4O)n[nH]c3C(=O)N2Cc2ccco2)ccc1OCC(C)C (stereo unspecified)	-3
Cc1nn(S(=O)(=O)c2ccc(F)cc2)c(C)c1S(=O)(=O)N1CCCCC1	2
O=C(Nc1cccc(C(F)(F)F)c1)C1CCCN1S(=O)(=O)c1cccc2nsnc12 (stereo unspecified)	-10
O=C(Cn1c(C(F)(F)F)nc2ccccc21)NCCCN1CCOCC1	-1
CCC(=O)N1CCc2cc(Br)cc(S(=O)(=O)CCC(=O)NCc3ccccc3)c21	-8
CCCCn1c(NCc2ccco2)nc2ccccc21	4
CC(C)CC(NC(=O)C1CCCCC1)C(=O)Nc1cccc(C(F)(F)F)c1 (stereo unspecified)	2
CCOc1cc(Cl)c(OCC)cc1Cl	9
Cc1ccc(-c2c(C#N)c(N)nc3sc4c(c23)CCCC4)cc1	9
CCOc1ccc(CCNC(=O)CCc2c(C)nc3c(c(C)nn3-c3ccccc3)c2C)cc1OCC	-5
C=CCc1c(C)nc(Nc2nc(C)c3ccccc3n2)[nH]c1=O	0
COc1ccc(-c2nnc(SCC(=O)N3CCc4ccccc43)o2)cc1OC	-3
Cc1cc(C)c(COCC(COCc2c(C)cc(C)cc2C)OCc2ccccc2)c(C)c1	1
C=C(C)COc1ccccc1NC(=O)c1ccccc1F	12
Cc1ccoc1C(=O)NC1CCCc2nc(N3CCC(CO)CC3)ncc21 (stereo unspecified)	-11

Later entries.
SMILES	RBX1-CUL1 inh
CCCc1ccc(C(=O)N2CCN(c3ccccc3F)CC2)cc1	9
CCn1cc(C(=O)Nc2sc(C)c(C)c2C(=O)OC)c(C)n1	2
COc1cccc(C(C(=O)NCc2ccccc2)N(C(=O)Cn2nnc3ccccc32)c2cccc(C(C)=O)c2)c1 (stereo unspecified)	-3
C=C(C)CNC(=O)C1CCCN(C2CCN(C(=O)C3CC3)CC2)C1 (stereo unspecified)	-10
O=C1NC(=O)C23CCC12C1c2ccccc2C3c2ccccc21 (stereo unspecified)	3
COc1cccc(-c2cc(C(F)(F)F)n3nc(C)c(-c4ccccc4)c3n2)c1	7
O=C(COc1ccc(/C=C2\N=C(c3ccccc3)OC2=O)cc1)Nc1cccc(C(F)(F)F)c1	4
N/C(CSc1ccc2c(c1)CCCC2)=N/O	1
COc1ccc(Nc2cc(C(=O)NCc3ccccc3)c3ccccc3n2)cc1	-8
COc1ccccc1C1CN(Cc2nc3ccccc3nc2C)Cc2ccccc2O1 (stereo unspecified)	-11
Cc1c(Cl)cccc1NC(=O)c1cnc2sc(N3CCCC3)nn2c1=O	2
Cc1ccc(CNS(=O)(=O)c2cc3c(cc2C)NC(=O)CO3)cc1	-2
Cc1ncsc1CN(Cc1ccccc1)C(=O)COc1ccc(N(C)Cc2ccc(F)cc2)nn1	2
CCOc1ccc(N(CC)C(=O)CSc2n[nH]c(-c3ccccc3)n2)cc1	5
CN(C)c1ccc(C(=O)Nc2cccc(-c3nc4cccnc4s3)c2)cc1	4
COc1ccc(F)cc1S(=O)(=O)Nc1ccccc1Cl	6
Cn1ncc(N2CCOC(CCNC(=O)c3nc4ccccn4c3F)C2)cc1=O (stereo unspecified)	-4
Cc1cccc(CN2CCC(C(=O)NCC(C)C)CC2)c1	-1
Cn1c(-c2ccccc2)c[n+]2c3ccccc3ccc12	-11
O=C(Nc1cc(Cl)ccc1Cl)c1ccc(COc2ccccc2Cl)o1	-1
N#Cc1sc2nccc(Nc3ccccc3)c2c1N	-2
O=C(CCc1ccncc1)N1CCCC(CCc2ccccc2F)C1 (stereo unspecified)	-2
O=C(CCn1c(=O)c2cccn2c2cccnc21)NCc1cccc(Br)c1	0
CCOC(=O)c1ccc(NC(=O)CSc2cc(=O)n(CC)c3ccccc23)cc1	13
Cc1ccccc1Cn1cc(C(=O)N2CCC(N3CCCC(O)C3)CC2)nn1 (stereo unspecified)	-2

Later entries
SMILES	RBX1-CUL1 inh
CCc1ccc(N2CC(C(=O)Nc3cc(C)on3)CC2=O)cc1 (stereo unspecified)	-10
COc1ccc(N2CCN(C(=O)c3ccc(C)c(NC(=O)c4nsc5ccccc45)c3)CC2)cc1	3
COC(=O)c1c(-c2ccc(C)cc2C)csc1NC(=O)c1ccc([N+](=O)[O-])cc1[N+](=O)[O-]	-2
O=C(CSCC(=O)OCC(=O)c1ccc(Br)cc1)Nc1cccc2ccccc12	-3
O=C1C2C(c3ccc(Cl)cc3Cl)OC3(C(=O)c4ccccc4C3=O)C2C(=O)N1Cc1ccc(Cl)cc1 (stereo unspecified)	4
Cn1c(SCC#CCO)nc2ccccc2c1=O	3
C/C=C/Cn1c(=O)c2c(nc3n(-c4ccccc4O)c(C)c(C)n23)n(C)c1=O	2
Cc1ccc(CN(N=Nc2nonc2N)c2nonc2N)c(C)c1	-3
Cc1ccc(S(=O)(=O)CC(=O)c2ccc(C)c(C)c2)cc1	2
COc1cc(/C=C2\SC(=Nc3ccc(F)cc3)NC2=O)cc(I)c1OC	4
CCCN1CCN(C(=O)Nc2cc(Cl)ccc2Cl)CC1	2
Cc1ccc2c(=O)cc(C(=O)N(Cc3ccc(N(C)C)cc3)C3CCS(=O)(=O)C3)oc2c1 (stereo unspecified)	0
Cc1oc(-c2cccc(NC(=O)CCc3cccnc3)c2)nc1CNC(=O)c1cc(C2CC2)on1	-3
O=C(Nc1cccc2cccnc12)C1CCCCC1	-13
CCOc1ccccc1NC1(c2ccccc2)C(=O)c2ccccc2C1=O	4
Cc1cccn2cc(-c3cccc(NS(=O)(=O)c4ccc(Cl)c(Cl)c4)c3)nc12	-3
Cc1ccc(-c2nn(-c3cccc([N+](=O)[O-])c3)c3c2cnc2ccc(F)cc23)cc1	-12
CCc1ccc(NC(=O)C2CCN(S(=O)(=O)c3c(C)noc3C)CC2)cc1	-4
O=C1c2cccc3c(Cl)ccc(c23)C(=O)N1CCO	-2
CCOc1ccccc1NC(=O)N(Cc1ccc(C)o1)C1CCN(C(C)=O)CC1	0
CCCn1ncc(-c2ccnc(NC3CC3)n2)c1C	1
CCOC(=O)C1(CCOC)CCCN(Cc2csc(C(C)=O)c2)C1 (stereo unspecified)	-6
OCC1CCCN(c2ccc(-c3nc(CCc4ccccc4)no3)cn2)C1 (stereo unspecified)	-2
Cc1ccc(C)c(-n2nnc(C(=O)NC3CCS(=O)(=O)C3)c2C)c1 (stereo unspecified)	14
COc1ccccc1CNC(=O)CSc1nc2nc(C)c(Cc3ccccc3C)c(C)n2n1	3

As entered above.
Cc1ccc(C)c(-n2nnc(C(=O)NC3CCS(=O)(=O)C3)c2C)c1 (stereo unspecified) @ RBX1-CUL1 inh = 14
Cc1cccn2cc(-c3cccc(NS(=O)(=O)c4ccc(Cl)c(Cl)c4)c3)nc12 @ RBX1-CUL1 inh = -3
COc1ccccc1CNC(=O)CSc1nc2nc(C)c(Cc3ccccc3C)c(C)n2n1 @ RBX1-CUL1 inh = 3
C/C=C/Cn1c(=O)c2c(nc3n(-c4ccccc4O)c(C)c(C)n23)n(C)c1=O @ RBX1-CUL1 inh = 2

More structures follow:
SMILES	RBX1-CUL1 inh
CCN1C(=O)C(=Cc2ccc(OCc3ccc(C)cc3)c(OC)c2)C(=O)N(CC)C1=S	2
CC(=O)OCc1nc2sc(C)c(C)c2c(=O)[nH]1	-1
COCCNC(=O)c1cccc(Nc2nc3ccccc3n3nnnc23)c1	5
COc1cc(NC(=O)CSc2nccn2C)cc(OC)c1OC	1
COC(=O)c1ccc(C(=O)OC)c(NC(=O)c2c(-c3ccccc3)noc2C)c1	1
CCCc1cc(N2CCN(c3ccccc3)CC2)n2cnnc2n1	8
CC(C(=O)Nc1ccccc1C(F)(F)F)n1nc(-c2ccccc2)c2c(c1=O)CCCC2 (stereo unspecified)	5
Cc1cccc(NC(=O)c2cc3ccccc3nc2C)c1	12
COc1ccccc1NC(=S)NC1CCCC1	-1
COc1ccccc1NC(=O)NC1CC(=O)N(CC(C)(C)C)C1 (stereo unspecified)	-3
O=C(Nc1ccccc1)c1ccccc1	-1
COc1cc(CNn2c(C)n[nH]c2=S)cc(Br)c1OCc1ccc(F)cc1	-3
CC(=O)Nc1ccc(NC(=O)c2ccc(Cn3cc(Br)cn3)cc2)cc1	-6
CN1CCCC2(CCN(C(=O)c3ccc(-n4ccnc4)cc3)C2)C1=O (stereo unspecified)	-4
CCOC(=O)c1cccc(NC(=O)[C@@H](c2ccccc2)N2Cc3ccccc3C2=O)c1	-2
Cc1ccc(N2C(=O)C(Cc3cccs3)=NC2=S)cc1	4
S=C(SCCCCOc1ccccc1)N1CCC2(CC1)OCCO2	1
CCc1nc(SCC(=O)c2ccc(O)c(O)c2)n[nH]1	6
Cc1ccc(C)c(N2CCN(C(=O)c3cc(S(=O)(=O)N4CCCC4)cn3C)CC2)c1	-5
CCc1cc(=O)oc2c(C)c3c(cc12)CN(CCc1ccccc1)CO3	7
COc1ccc(-c2cn3c(n2)sc2cc(C(=O)NCCCN4CCCCC4)ccc23)cc1	-129
CCN(Cc1ccccc1)C(=O)C1CCN(S(=O)(=O)c2c(C)noc2/C=C/c2ccc(C)cc2)CC1	11
O=C(Nc1ccc(Cl)cc1)C1CCC1	-5
O=C(Nc1ccc2c(c1)CN(Cc1ccc3nsnc3c1)CC2)C1CCCO1 (stereo unspecified)	-1
CCOCCCn1c(=N)c(S(=O)(=O)c2ccc(C)cc2)cc2c(=O)n3cccc(C)c3nc21	-6

As a working copy, 2 of the compounds above.
SMILES	RBX1-CUL1 inh
O=C(Nc1ccc2c(c1)CN(Cc1ccc3nsnc3c1)CC2)C1CCCO1 (stereo unspecified)	-1
CCOCCCn1c(=N)c(S(=O)(=O)c2ccc(C)cc2)cc2c(=O)n3cccc(C)c3nc21	-6

Arranged by value in RBX1-CUL1 inh (largest number first): 3 of the compounds above.
structure	RBX1-CUL1 inh
CCc1nc(SCC(=O)c2ccc(O)c(O)c2)n[nH]1	6
COc1cc(CNn2c(C)n[nH]c2=S)cc(Br)c1OCc1ccc(F)cc1	-3
Cc1ccc(C)c(N2CCN(C(=O)c3cc(S(=O)(=O)N4CCCC4)cn3C)CC2)c1	-5

Next structures.
SMILES	RBX1-CUL1 inh
COc1ccc2oc(=Nc3ccc(-c4nc5ccc(C)cc5s4)cc3)c(C(N)=O)cc2c1	4
Cc1ccccc1OCCn1cc(C(=O)C2CCCCC2)c2ccccc21	0
CNC(=O)CN(C1CCCCC1)S(C)(=O)=O	7
Cc1ccc(CNC(=O)Cn2cc(C(=O)c3ccc(Cl)cc3)c(=O)c3ccc(C)nc32)cc1	2
COc1ccccc1CNC(=O)CCNS(=O)(=O)c1ccc2c(c1)oc(=O)n2C	-7
CCc1ccc2occ(CC(=O)Nc3c(C(=O)Nc4ccc(Cl)cc4)oc4ccccc34)c2c1	-4
O=C(O)CSc1nnc(-c2ccc(O)cc2)o1	1
Cc1ccc(CN2C(=O)S/C(=C\c3ccc(-c4ccc(C(=O)O)c(Cl)c4)o3)C2=O)cc1	69*
CC(=O)Nc1ccc(-c2nc3ccccc3c(=O)o2)cc1	-8
O=C(NC1CC1)c1ccccc1O	1
CCn1c(C)nc([N+](=O)[O-])c1Cl	6
CCn1c(Cc2ccccc2)nnc1SCC(=O)Nc1ccc(OC)cc1	1
CC(=O)Oc1ccc(Cl)c(/C=C2\N=C(c3ccccc3)OC2=O)c1	9
CCCCn1nnnc1NCc1cccnc1	8
Cc1ccc(NC(=O)c2cc3nc(-c4ccccc4)cc(-c4ccccc4)n3n2)cc1	-4
CCOC(=O)C1=C(C)N=c2s/c(=C/c3ccc(-c4ccc(C(=O)O)cc4)o3)c(=O)n2C1c1cc(OC)c(OC)cc1Br (stereo unspecified)	-1
Cc1nn(-c2ccccc2)c2c1N(CCCC(=O)NCc1ccc(N(C)C)cc1)C(=O)CS2	2
CCn1cc(/C=C(\C#N)C(=O)Nc2cccc(C(F)(F)F)c2)c(C)n1	2
CCC1CN(Cc2ccc(OC)c(OC)c2)Cc2cc(OC)ccc2O1 (stereo unspecified)	12
COC(=O)C1=NN(c2ccccc2C)C2C(=O)N(c3ccc(Br)cc3)C(=O)C12 (stereo unspecified)	-2
CCOc1ccc(C(=O)c2oc3ccccc3c2NC(=O)Cc2coc3cc(C)cc(C)c23)cc1	3
O=C(CCSc1nnc(-c2ccco2)o1)Nc1ccccc1	3
Cc1ccc(CN(C(=O)Nc2cccc(Cl)c2)c2ccccn2)cc1	7
N#Cc1ccc(-c2cccs2)nc1SCC(=O)Nc1sc2c(c1C#N)CCC2	11
CN1C(=N)C(C(c2ccccc2)C2C(=N)N(C)C(=O)N(C)C2=O)C(=O)N(C)C1=O (stereo unspecified)	10
COc1ccc(/C=C\c2onc(C)c2S(=O)(=O)N2CCC(C(=O)Nc3ccc(C)c(F)c3)CC2)cc1	21
